Compound activity from PubChem.
Epigenetic derep: derepresses silenced GFP reporter in murine cells. AID 1865. murine LDR cells, GFP reporter derepression, 30 h. Potency, µM (highest dose often 53.9 µM), for inactives: at the top dose GFP activation, usual class: activators. 280,000 tested, 0.2% active; note: potency is the fitted concentration of half-maximal effect; % of control where 0% means no effect; nearly all actives have a fitted effect of over 60% in size
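Murine LDR cells bearing a silenced CMV-driven GFP reporter were exposed to compound for 30 h at 37 C. After PBS washes, GFP-positive cells (20-120 um objects) counted by laser-scanning microplate cytometry.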
CBFb RUNX1 block: CBF-beta/RUNX1 interaction disruption; Q01196+Q13951; AlphaScreen CBFb-His/RUNX1-biotin binding, biochemical; Potency, µM (series often up to 59.8 µM), inactives show at the highest dose activity, negative = inhibition, usual class: inhibitors; 230,000 tested, under 10 active; AID 1477; note: % of control where 0% means no effect
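CBFb-His/RUNX1-biotin, 30 nM each, preincubated 20 min RT; compound 15 min RT; Ni + streptavidin beads 50 ng each, 90 min RT; AlphaScreen read.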
IMPase Li cell: cell-permeable IMPase inhibitors with lithium potentiation; Potency, µM (highest dose often 59.4 µM), for the others: top-dose activity, negative = IMPase inhibition, hits mostly inhibitors; 210,000 tested, 0.35% active; AID 1457; CHO-M1 cells, IP1 TR-FRET (IP-One), carbachol + lithium;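 note: IP1 builds up when IMPase is blocked and the TR-FRET signal falls; potency is the fitted concentration of half-maximal effect; plate controls were basal vehicle for no effect and high inhibitor control for full effect; nearly all actives have a fitted effect of over 50% in size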
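Lithium-sensitised IP1 accumulation assay; M1-expressing CHO cells treated 30 min at 37C with compound. Competitive antibody detection by time-resolved FRET followed a 10 min room-temperature lysis step.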
NPSR antag: neuropeptide S receptor (human) antagonism, cAMP. Q6W5P4. CHO-NPSR cells, cAMP TR-FRET, antagonist mode. Potency, µM (doses to about 38.3 µM), without a hit: at the highest dose activity change, negative = inhibition, actives largely listed as inhibitors. 220,000 tested, 1% active. AID 1461; note: potency is the fitted concentration of half-maximal effect; % is set by controls: 0 for no effect and ±100 for the full control effect; nearly all actives have a fitted effect of over 50% in size; many of its hits are not listed in these tables
HttQ103 aggreg: inhibitors of mutant huntingtin aggregate formation in PC12 cells; AID 1688; PC12 HttQ103-GFP aggregates, Acumen cytometry, 40 h; Potency, µM (top dose mostly 46.1 µM), for the others: top-dose activity change, negative = inhibition, actives largely listed as inhibitors; 220,000 tested, 1.1% active; note: potency is the fitted concentration of half-maximal effect; % is set by controls: 0 for no effect and ±100 for the full control effect; nearly all actives have a fitted effect of over 60% in size
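PC12 cells stably carrying ecdysone-inducible HTT exon 1 Q103–GFP were induced with tebufenozide (100 nM final) and treated with library compounds in titration. GFP aggregates in lysates were counted by laser scanning cytometry.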
L3MBTL1 inh: blocks human L3MBTL1. Q9Y468. AlphaScreen L3MBTL1–H3K9me1 peptide binding. Potency, µM (highest dose often 57.1 µM), inactives show at the top dose activity, negative = inhibition, usual class: inhibitors. 230,000 tested, 0.66% active; note: potency is the fitted concentration of half-maximal effect; % is set by controls: 0 for no effect and ±100 for the full control effect; nearly all actives have a fitted effect of over 60% in size
Target sequence (Q9Y468 whole entry, looked up): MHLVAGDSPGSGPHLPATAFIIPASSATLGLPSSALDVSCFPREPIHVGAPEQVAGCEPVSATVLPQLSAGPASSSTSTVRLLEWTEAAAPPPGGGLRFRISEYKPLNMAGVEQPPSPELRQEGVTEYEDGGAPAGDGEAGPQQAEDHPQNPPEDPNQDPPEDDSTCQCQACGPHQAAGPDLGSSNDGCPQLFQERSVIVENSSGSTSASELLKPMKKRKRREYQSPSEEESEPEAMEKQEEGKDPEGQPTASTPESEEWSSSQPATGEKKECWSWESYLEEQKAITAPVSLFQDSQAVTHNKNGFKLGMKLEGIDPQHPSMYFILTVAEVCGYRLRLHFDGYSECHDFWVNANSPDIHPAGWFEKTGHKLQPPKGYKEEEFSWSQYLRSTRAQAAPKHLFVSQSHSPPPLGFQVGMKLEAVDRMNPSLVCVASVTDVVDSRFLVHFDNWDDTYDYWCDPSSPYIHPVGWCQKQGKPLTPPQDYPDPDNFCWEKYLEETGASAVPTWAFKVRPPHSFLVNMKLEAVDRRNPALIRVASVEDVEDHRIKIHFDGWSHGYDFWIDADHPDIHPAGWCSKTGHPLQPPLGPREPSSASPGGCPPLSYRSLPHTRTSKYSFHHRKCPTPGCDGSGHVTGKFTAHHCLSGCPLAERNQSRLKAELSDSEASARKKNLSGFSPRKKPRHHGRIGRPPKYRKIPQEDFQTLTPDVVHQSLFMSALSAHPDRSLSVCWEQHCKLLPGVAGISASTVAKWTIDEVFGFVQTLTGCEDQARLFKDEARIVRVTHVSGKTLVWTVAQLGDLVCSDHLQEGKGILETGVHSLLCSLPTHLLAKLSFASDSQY
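Read-out is AlphaScreen signal from streptavidin donor and nickel chelate acceptor beads (10 ug/mL final each) bridging L3MBTL1 (50 nM) and biotinylated K9-monomethylated H3(1-15) peptide (75 nM), after 30 min compound exposure at room temperature.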
KinaseGlo FLuc: blocks Kinase-Glo luciferase, a counter-screen artifact. Q27757. Kinase-Glo luciferase, ATP luminescence, 8 min. Potency, µM (series often up to 38.3 µM), for the others: top-dose activity change, negative = inhibition, actives largely listed as inhibitors. 200,000 tested, 0.28% active. AID 1379; note: potency is the fitted concentration of half-maximal effect; % is set by controls: 0 for no effect and ±100 for the full control effect; nearly all actives have a fitted effect of over 60% in size
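Recombinant Kinase-Glo luciferase, 10 uM ATP (linear range), luciferin; imidazole pH 7.2 / KCl / MgCl2 / Tween / BSA buffer; 8 min RT; luminescence.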
* hit, by the source's call; ? = inconclusive; . = not tested or not shown; [ ] = remark or other dose. Calls come from the whole dose curve; as a rule, active = well fitted curve in the direction sought with a large enough effect; inconclusive = small, poorly fitted or top-dose-only effect, or another doubt; inactive = no such curve, though single readings can be large; an effect the other way counts as inactive or inconclusive. A portion of the library. The share of hits here may be higher or lower than overall.

SMILES	Epigenetic derep	CBFb RUNX1 block	IMPase Li cell	NPSR antag	HttQ103 aggreg	L3MBTL1 inh	KinaseGlo FLuc
Cc1ccccc1NC(=S)NCC1CCN(C(C)c2ccccc2)C1 (stereo unspecified)	-0.4%	-3%	6%	18%	-16%	.	.
Cc1csc(NC(=O)COCC(=O)O)c1-c1nc2ccccc2s1	-2.3%	7%	.	-26%	2%[9.22 µM]	.	.
O=C(CN1CCN(c2ccccn2)CC1)Nc1cc(C(F)(F)F)ccc1Cl	-0.9%	9%	-7%[38.3 µM]	-23%[46.1 µM]	-16%	4%	-1%
O=C(Cc1cccc2ccccc12)N/N=C1\CCCc2ccccc21	0.0%	-3%	41%[activator][38.3 µM]	-20%[46.1 µM]	-31%	.	1%
CC1(C)CN(c2cccc(C#N)c2)C1=O	-1.5%	8%	8%	4%	-5%	-18%	2%
Cc1ccc(CN2CCNC(=O)C2CC(=O)N(C)C(C2CC2)C2CC2)o1 (stereo unspecified)	-8.2%	9%	.	3%	30%	1%	.
O=S(=O)(NCc1ccccn1)c1ccc(Br)s1	-1.0%	-1%	17%[38.3 µM]	17%[46.1 µM]	-20%	.	-2%
O=C(Nc1ccc(N2CCCC2)c(Cl)c1)c1ccco1	-2.5%	-22%	0%[38.3 µM]	-24%[46.1 µM]	-11%	-10%	-12%
O=C(Nc1ccccc1C(=O)N1CCCCCC1)c1ccccc1Cl	-1.3%	3%	2%	-13%	5%[9.22 µM]	2%	-1%
CCOC(=O)c1cnn(Cc2ccc(C)cc2)c1N	2.6%	5%	-9%	5%	7%	-2%	2%
COc1ccc(NC(=O)Nc2cnccn2)cc1	0.0%	8%	.	11%	28%[9.22 µM]	4%	.
Cc1ccc(-c2nnn(CC(=O)NCC3COCCO3)n2)o1 (stereo unspecified)	-2.6%	-5%	0%[38.3 µM]	1%[46.1 µM]	-7%	-1%	2%
COc1cc(/C=N/NS(=O)(=O)c2ccc(C(C)(C)C)cc2)cc([N+](=O)[O-])c1O	-1.2%	-19%	-1%	46%	-3%[9.22 µM]	-24%	.
C=C(C)Cn1c(C2CC(=O)N(Cc3ccccc3)C2)nc2ccccc21 (stereo unspecified)	0.0%	9%	17%[38.3 µM]	-12%[46.1 µM]	0%	9%	4%
Cc1ccc([N+](=O)[O-])cc1-c1ccc(/C=N/NC(=O)CN2CCOCC2)o1	-1.4%	-3%	.	27%	8%[9.22 µM]	1%	.
O=C(NCCCN1CCc2ccccc2C1)Nc1ccc(Br)cc1	0.0%	-4%	27%[38.3 µM]	4%[46.1 µM]	-13%	.	-2%
Cc1ccc(C)c(NC(=O)COC(=O)c2ccc3c(c2)OCO3)c1	-1.6%	-15%	-7%	0%	0%	11%	4%
CN(C(=O)c1cccc(C#N)c1)c1nnc(-c2ccncc2)s1	-0.2%	0%	-15%[38.3 µM]	14%[46.1 µM]	24%	0%	-2%
O=C(O)CCCn1c(=S)[nH]c2c(sc3ccc([N+](=O)[O-])cc32)c1=O	-1.8%	8%	-5%	8%	26%	-1%	-3%
Cc1ccc(C(=O)NCCc2nnc(SCC(=O)Nc3nc(-c4ccccc4)cs3)n2C)cc1	-1.2%	12%	-11%	0%[46.1 µM]	-16%	0%	7%
C=CCn1c(-c2cccc(OC)c2)nc2nc3ccccc3nc21	1.1%	6%	-19%[38.3 µM]	-11%[46.1 µM]	0%	2%	-7%
O=C1CCc2cc(S(=O)(=O)NCCC(=O)NC3CCN(Cc4ccccc4)CC3)ccc2N1	0.0%	1%	.	-2%[46.1 µM]	-27%	3%	.
CCCCn1c(/N=C/c2ccc(N(C)C)cc2)nc2ccccc21	-0.8%	-5%	0%	?	-14%	-20%	0%
O=C(CCSc1nc(-c2ccc3c(c2)OCO3)cc(C(F)(F)F)n1)NCc1ccco1	2.4%	-2%	-12%[38.3 µM]	-16%[46.1 µM]	-14%	.	0%
CCOC(=O)C1=C(CC)Nc2ccccc2N/C1=N\S(=O)(=O)c1ccc(C(=O)OCC)cc1	0.9%	7%	10%	-27%	-6%	7%	0%
COc1ccccc1CNC(=O)C1CCN(c2nc3ccccc3o2)CC1	-1.1%	9%	-16%[38.3 µM]	-9%[46.1 µM]	10%	2%	-6%
O=C(c1ccc(Br)cc1)C1CCc2occc2C1=O (stereo unspecified)	1.0%	-3%	20%[38.3 µM]	-8%[46.1 µM]	9%	.	0%
COc1ccc(/C=C2\C(=O)NC(=S)N2C(=O)c2ccc(C)cc2)cc1	-3.0%	2%	-3%	-17%	?	-14%	0%
Cn1cc(CCNC(=O)CC2C(=O)NCCN2CC(c2ccccc2)c2ccccc2)cn1 (stereo unspecified)	0.0%	5%	.	9%	7%[9.22 µM]	-2%	.
CC(C)OP(=O)(OC(C)C)C1(O)C(=O)Nc2ccccc21 (stereo unspecified)	-0.9%	-1%	-8%[38.3 µM]	2%[46.1 µM]	9%	-5%	-2%
COc1cc(/C=N/Nc2ccc(C(F)(F)F)cn2)cc(OC)c1O	11%	2%	-1%	-6%	21%	-6%	0%
O=C(/C=C/c1ccco1)OCc1nnc(-c2ccc(Cl)cc2)o1	1.1%	?	12%	-5%	25%	.	0%
CCOC(=O)c1[nH]c(CSc2nnc(-c3ccncc3)n2CCOC)c(C(=O)OCC)c1C	-0.8%	1%	0%[38.3 µM]	-19%[46.1 µM]	-7%	0%	0%
CSc1nccc(Oc2cncc(Cl)c2)n1	0.0%	1%	8%	5%	?	-16%	2%
CC(=O)Nc1ccc(Nc2nc(Cl)nc(Nc3ccc(NC(C)=O)cc3)n2)cc1	-0.1%	6%	5%	-10%	-19%[9.22 µM]	1%	-4%
O=S(=O)(Nc1ncn[nH]1)c1ccc2ccccc2c1	-2.1%	5%	15%[38.3 µM]	2%[46.1 µM]	10%	-3%[11.4 µM]	1%

13 structures out of the list, sorted by length of the SMILES, low to high:
SMILES	Epigenetic derep	CBFb RUNX1 block	IMPase Li cell	NPSR antag	HttQ103 aggreg	L3MBTL1 inh	KinaseGlo FLuc
CSc1nccc(Oc2cncc(Cl)c2)n1	0.0%	1%	8%	5%	?	-16%	2%
O=C(c1ccc(Br)cc1)C1CCc2occc2C1=O (stereo unspecified)	1.0%	-3%	20%[38.3 µM]	-8%[46.1 µM]	9%	.	0%
O=S(=O)(Nc1ncn[nH]1)c1ccc2ccccc2c1	-2.1%	5%	15%[38.3 µM]	2%[46.1 µM]	10%	-3%[11.4 µM]	1%
C=CCn1c(-c2cccc(OC)c2)nc2nc3ccccc3nc21	1.1%	6%	-19%[38.3 µM]	-11%[46.1 µM]	0%	2%	-7%
CC(C)OP(=O)(OC(C)C)C1(O)C(=O)Nc2ccccc21 (stereo unspecified)	-0.9%	-1%	-8%[38.3 µM]	2%[46.1 µM]	9%	-5%	-2%
COc1ccccc1CNC(=O)C1CCN(c2nc3ccccc3o2)CC1	-1.1%	9%	-16%[38.3 µM]	-9%[46.1 µM]	10%	2%	-6%
COc1cc(/C=N/Nc2ccc(C(F)(F)F)cn2)cc(OC)c1O	11%	2%	-1%	-6%	21%	-6%	0%
COc1ccc(/C=C2\C(=O)NC(=S)N2C(=O)c2ccc(C)cc2)cc1	-3.0%	2%	-3%	-17%	?	-14%	0%
CC(=O)Nc1ccc(Nc2nc(Cl)nc(Nc3ccc(NC(C)=O)cc3)n2)cc1	-0.1%	6%	5%	-10%	-19%[9.22 µM]	1%	-4%
Cn1cc(CCNC(=O)CC2C(=O)NCCN2CC(c2ccccc2)c2ccccc2)cn1 (stereo unspecified)	0.0%	5%	.	9%	7%[9.22 µM]	-2%	.
O=C(CCSc1nc(-c2ccc3c(c2)OCO3)cc(C(F)(F)F)n1)NCc1ccco1	2.4%	-2%	-12%[38.3 µM]	-16%[46.1 µM]	-14%	.	0%
CCOC(=O)c1[nH]c(CSc2nnc(-c3ccncc3)n2CCOC)c(C(=O)OCC)c1C	-0.8%	1%	0%[38.3 µM]	-19%[46.1 µM]	-7%	0%	0%
CCOC(=O)C1=C(CC)Nc2ccccc2N/C1=N\S(=O)(=O)c1ccc(C(=O)OCC)cc1	0.9%	7%	10%	-27%	-6%	7%	0%

The list continues:
SMILES	Epigenetic derep	CBFb RUNX1 block	IMPase Li cell	NPSR antag	HttQ103 aggreg	L3MBTL1 inh	KinaseGlo FLuc
CC(C)C[C@H](CO)Nc1nc(N(C)c2cccc(Cl)c2)c2ncn(C(C)C)c2n1	-1.6%	5%	.	?	34%[9.22 µM]	.	.
CC(NC(=O)C(=O)NCCC1=CCCCC1)c1ccccc1 (stereo unspecified)	4.5%	4%	-3%	-1%	3%	10%	-3%
CCCCn1c(=N)n(CC(O)COc2cccc(C)c2)c2ccccc21 (stereo unspecified)	-2.1%	2%	9%[38.3 µM]	-9%[46.1 µM]	-24%	6%	11%
O=C(CCc1nnc(Cc2ccc3c(c2)OCO3)o1)NCc1nc2ccccc2s1	2.4%	5%	1%	6%	-25%[9.22 µM]	0%	-4%
CCc1n[nH]c(=S)n1/N=C/c1ccc2c(c1)OCO2	-0.3%	5%	3%[38.3 µM]	-5%[46.1 µM]	5%	2%	-1%
c1ccc(-n2nnnc2SCc2cccc3nsnc23)cc1	-1.0%	2%	-3%[38.3 µM]	-15%[46.1 µM]	-8%	15%	-1%
COc1ccc(NC(=O)C2CC(=O)N(Cc3ccc(C)cc3)C2)cc1S(=O)(=O)N1CCCCC1 (stereo unspecified)	-1.8%	-12%	6%	6%	-18%	-6%	1%
Cc1ccc(CNCc2cccnc2)cc1	-0.7%	2%	29%[38.3 µM]	0%[46.1 µM]	12%	.	-1%
C/C(=N\NC(=O)CCn1nnc2ccccc21)c1cccs1	-2.0%	-3%	.	3%	-7%[9.22 µM]	0%	.
COCCNC(=O)c1c(N)n(-c2ccccc2)c2nc3ccccc3nc12	-1.9%	25%	-27%[38.3 µM]	-16%[46.1 µM]	-32%	0%	-5%
